High-throughput results from PubChem BioAssay.
KCNQ2 inh: KCNQ2 potassium channel inhibitors, primary screen, cell-based, CHO-K1, FluxOR thallium flux, B-score (AID 2156); O88943; 20 min; active compounds read low; B-score at 10 µM; 1.1% of 310,000 active;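 active means fluorescence ratio B-score at most minus 3 library SDs, with starting brightness B-score within 2 library SDs, cut at about -5.5 in these data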
STK33 kinase inh: blocks human STK33 kinase activity | Q9BYT3 | purified STK33, MBP phosphorylation, ADP-Glo luminescence | inhibition, % at 10 µM | 0.073% of 320,000 active | AID 2661;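 active means inhibition at or above 25%, using the most active replicate where run in duplicate; inactive means inhibition below 25%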
Target sequence (Q9BYT3 whole entry, looked up): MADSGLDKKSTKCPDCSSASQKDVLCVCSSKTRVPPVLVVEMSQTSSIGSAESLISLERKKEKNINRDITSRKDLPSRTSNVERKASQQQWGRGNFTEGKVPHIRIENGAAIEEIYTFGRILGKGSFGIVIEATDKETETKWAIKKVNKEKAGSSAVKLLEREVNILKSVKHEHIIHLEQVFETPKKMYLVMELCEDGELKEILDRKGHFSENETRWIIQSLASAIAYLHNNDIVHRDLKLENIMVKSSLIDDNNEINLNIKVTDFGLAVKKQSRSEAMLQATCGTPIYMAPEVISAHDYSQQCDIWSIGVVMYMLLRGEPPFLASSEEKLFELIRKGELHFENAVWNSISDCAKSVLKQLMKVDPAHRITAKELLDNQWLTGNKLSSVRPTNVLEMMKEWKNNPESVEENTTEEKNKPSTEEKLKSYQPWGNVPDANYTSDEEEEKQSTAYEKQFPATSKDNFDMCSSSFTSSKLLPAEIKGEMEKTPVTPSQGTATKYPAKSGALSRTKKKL
OX1R antag: OX1R (human) antagonism. O43613. OX1R-expressing cells, FRET antagonist read-out. inhibition, % at 6.6 µM. 1.8% of 330,000 active. AID 485270; in the data active means inhibition mostly above about 38%, no sharp cut-off; inactive means mostly below about 40%;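 further: 0% = agonist challenge alone and 100% = reference antagonist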
Target sequence (O43613 whole entry, looked up): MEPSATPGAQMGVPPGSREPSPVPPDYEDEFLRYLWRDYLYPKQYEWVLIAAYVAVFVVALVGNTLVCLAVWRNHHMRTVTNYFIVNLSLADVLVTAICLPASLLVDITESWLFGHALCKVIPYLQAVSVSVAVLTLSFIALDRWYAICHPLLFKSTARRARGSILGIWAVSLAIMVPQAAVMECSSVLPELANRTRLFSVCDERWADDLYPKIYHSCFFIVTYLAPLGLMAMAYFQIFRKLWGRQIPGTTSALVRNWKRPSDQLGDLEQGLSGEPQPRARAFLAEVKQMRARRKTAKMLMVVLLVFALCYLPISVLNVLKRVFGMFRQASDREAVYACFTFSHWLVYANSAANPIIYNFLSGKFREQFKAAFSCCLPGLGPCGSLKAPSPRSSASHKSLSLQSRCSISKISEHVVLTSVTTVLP
The depositor's hits bear a star; i = inactive; . = not tested or not shown. Rows were taken by chance, and some 2.7% of all compounds hit somewhere here.

item	canonical_smiles	KCNQ2 inh	STK33 kinase inh	OX1R antag
1	CC(C)(C)CN1CCN(CC#Cc2ccccc2)CC1CCO (stereo not given)	i	-1.5	5
2	CC(C)(C)NC(=O)c1cnn(-c2ccccc2)c1NC(=O)c1ccccc1	i	-0.9	4
3	CC(C)CCNc1nnnc2c1sc1nc(N3CCOCC3)c3c(c12)CC(C)(C)SC3	i	-0.3	11
4	Cn1c(CNC(=O)c2ccco2)nnc1SCC(=O)Nc1ccccc1Cl	i	.	9
5	Cc1ccc(N2CC3=C(C2=O)C(c2ccccc2)NC(=O)N3C)cc1 (stereo not given)	i	-0.5	20
6	O=C(COC(=O)c1c[nH]c2ccccc12)Nc1cccc(F)c1	.	-1.0	7
7	Cc1cccc(OCCOCCSc2ncccn2)c1	i	-0.3	42
8	N#CCCN1CCN(C(CNS(=O)(=O)c2ccc(Cl)cc2)c2ccccc2)CC1 (stereo not given)	i	-0.2	-1
9	COc1ccc(CCNc2cc(C)nc3c(-c4ccc(Cl)cc4)c(C)nn23)cc1OC	i	-1.5	10
10	COc1cc(-c2nc3ccccc3c(=O)n2N)cc(OC)c1OC	i	-3.2	3
11	CC(C)=CC(=O)Nc1ccc2c(c1)OCO2	i	4.1	20
12	COc1ccccc1N1CCN(/N=C/c2cc(OC)c(OC)c(OC)c2)CC1	i	-1.2	8
13	CC(C)c1ccc(C(C(=O)NC2CCCC2)N(C(=O)c2csnn2)C2CC2)cc1 (stereo not given)	i	-3.4	11
14	CCCCn1c(N)c(N(CCOC)C(=O)c2ccc3c(c2)C(=O)N(c2ccccc2Cl)C3=O)c(=O)[nH]c1=O	.	-5.6	9
15	O=C(COc1ccc(F)cc1Br)NCc1ccccn1	i	1.1	12
16	CCCCCCCC/C=C\CCCCCCCC(=O)NCCO	.	-1.3	13
17	COc1cccc(C(=O)/C=C/Nc2ccc(NC(C)=O)cc2)c1	i	-1.1	11
18	O=C(Nc1ccc(Cl)cc1Cl)C1CCCO1 (stereo not given)	i	-0.8	18
19	CSc1nc2nc(C)c(C/C=C/c3ccccc3)c(=O)n2[nH]1	i	8.7	17
20	O=C(CNC(=O)c1ccncc1)N/N=C/c1cc(Br)ccc1O	i	10	26

The results go on:
item	canonical_smiles	KCNQ2 inh	STK33 kinase inh	OX1R antag
21	COc1ccccc1NC(=O)Nc1nc(CC(=O)N2CCN(c3ccccc3OC)CC2)cs1	i	-1.6	6
22	Cc1cccc(NS(=O)(=O)c2ccc(C(=O)NCC3CCCO3)cc2)c1C (stereo not given)	i	-1.6	31
23	COc1ccc(CCCc2n[nH]c(=S)o2)c(C)c1	i	0.2	26
24	COc1ccc(CCNC(=O)[C@@H](NC(=O)N2CC(=O)Nc3ccccc32)C(C)C)cc1OC	i	-0.9	8
25	CCC(=O)N1CCc2cc(S(=O)(=O)NC(C(=O)N3CCc4ccccc4C3)C(C)C)ccc21 (stereo not given)	.	1.0	13
26	O=C(CN1CCCC1)Nc1cc(C(F)(F)F)cc(C(F)(F)F)c1	i	-2.0	17
27	COc1cccc(N/C=C(\C#N)c2ccc(OCCCF)cc2)c1	i	-0.3	24
28	Cc1ccccc1C(=O)Nc1nnc(-c2ccncc2)o1	i	-0.1	5
29	COc1cc(C(=O)N/N=C/c2ccc(OC)c(CN3CCN(c4ccc(F)cc4)CC3)c2)ccc1O	i	-0.2	12
30	COC(=O)COc1ccc(S(=O)(=O)N2CCN(c3ccc(OC)cc3)CC2)cc1	i	-1.1	2
31	CCCCCCN1CC(O)=C(c2ccccc2)C1=N	i	-0.2	9
32	CCOc1ccc(NC(=O)CNC(=O)c2ccco2)cc1	i	0.2	5
33	Cc1ccccc1OCCC(=O)OCC(=O)Nc1c(F)cccc1F	i	-0.1	5
34	CCn1c(SCc2nc(-c3ccccc3)no2)nnc1-c1ccco1	i	1.2	30
35	COc1ccccc1NC(=O)Nc1ccnn1C1CCN(C(=O)c2cscn2)CC1	i	0.0	20
36	CCOC(=O)c1[nH]ncc1CN1CCCC(C(=O)c2ccc(SC)cc2)C1 (stereo not given)	i	1.2	10
37	N#CC1=C(SCC(N)=O)NC2=C(C(=O)c3ccccc32)C1c1ccc(Cl)cc1 (stereo not given)	i	0.2	15
38	COC(=O)C1CCN(C(=O)CC(NC(=O)C(F)(F)F)c2cccs2)CC1 (stereo not given)	i	-1.1	9
39	O=C(O)CSCC(=O)Nc1ccccc1SCCS(=O)(=O)c1ccc(Cl)cc1	i	-0.1	.
40	O=C(Cn1c(-c2cscn2)nc2ccccc21)Nc1cc(F)ccc1F	i	0.2	6

Other records:
item	canonical_smiles	KCNQ2 inh	STK33 kinase inh	OX1R antag
41	O=C(CN1C(=O)S/C(=C\C=C\c2ccccc2)C1=O)Nc1ccc(C(=O)O)cc1	i	0.3	25
42	COc1ccc([N+](=O)[O-])cc1NC(=O)CSc1nccc(C)n1	i	-3.6	13
43	COc1ccc(OC)c(S(=O)(=O)NC2CCCCNC2=O)c1 (stereo not given)	i	0.0	5
44	COc1cc(OC)cc(C(=O)N2CCN(C(=O)c3cccnc3)CC2)c1	i	-4.0	4
45	O=C(NCc1ccco1)c1cc(Cl)nc(Cl)c1	i	-1.6	10
46	O=C(CSc1nncc2ccccc12)Nc1ccccc1	i	-0.3	18
47	COC(=O)c1cccc(NC(=O)CCc2ccccc2)c1	i	-1.6	12
48	COc1ccc2c(c1)-c1ccccc1S(=O)(=O)N2C	i	2.4	10
49	O=[N+]([O-])c1nn(-c2ccc(Cl)cc2)n(O)c1=NCc1ccncc1	i	0.8	84*
50	CCOc1cc(N2CCOCC2)c(OCC)cc1NC(=O)COC(=O)[C@H](Cc1c[nH]c2ccccc12)NC(C)=O	i	-0.7	16
51	CCNC(=S)N=Nc1c(O)[nH]c2ccc(C(C)C)cc12	i	-1.9	7
52	COc1ccccc1NC(=S)NNC(=O)c1cc(C)nn1C	i	-0.9	11
53	CCc1ccc(NC(=S)N(Cc2ccc(Cl)cc2)Cc2ccc(C(=O)O)cc2)cc1	i	-2.7	37
54	Cc1ccc(C)c(S(=O)(=O)Nc2ccccc2C(=O)Nc2ccccc2N2CCOCC2)c1	-6*	-0.2	13
55	COc1ccc(-c2cc(C(F)(F)F)nc(SCC(=O)NCc3cccs3)n2)cc1	i	0.9	18
56	COc1ccc(Cn2nnnc2C(c2cccs2)N2CCN(c3ccccc3)CC2)cc1 (stereo not given)	i	-1.1	29
57	O=C(CC(=O)N/N=C\c1ccccc1[N+](=O)[O-])NCCc1ccccc1	i	.	27
58	COc1cc(S(=O)(=O)N2CCCCC2)ccc1NC(=O)/C=C/c1ccccc1	i	-3.0	13
59	CCC(=O)NCc1csc(-c2cccs2)n1	i	-1.0	12
60	O=S(=O)(c1ccc(F)cc1)N1CCN(c2nc(-c3ccc(F)cc3)cs2)CC1	i	0.3	10

Marked active in KCNQ2 inh, of those listed so far:
item	canonical_smiles	KCNQ2 inh	STK33 kinase inh	OX1R antag
54	Cc1ccc(C)c(S(=O)(=O)Nc2ccccc2C(=O)Nc2ccccc2N2CCOCC2)c1	-6*	-0.2	13

More records follow:
item	canonical_smiles	KCNQ2 inh	STK33 kinase inh	OX1R antag
61	O=C(CSc1nccn1Cc1ccc(F)cc1)Nc1ccc(F)cc1F	i	-1.1	21
62	CCCCCCNCC(=O)N1CCC(Cc2ccccc2)CC1	i	-2.6	21
63	C=CCNC(=S)N(Cc1ccccc1)Cc1ccccc1	i	-1.7	24
64	Cc1ccccc1Nc1nc(N)nc(-c2oc3ccccc3c2C)n1	i	0.2	4
65	CN1CCC(=O)N([C@H](CSc2ccc(Br)cc2)c2ccccc2)CC1	i	2.0	18
66	O=C(CC1C(=O)NCCN1Cc1cccc(F)c1)NC1CCC1 (stereo not given)	i	-1.7	37
67	O=C(c1cc2ccccc2o1)N1CCN(S(=O)(=O)c2c(F)cccc2F)CC1	.	-0.2	4
68	CN(C)S(=O)(=O)c1ccc(NC(=O)/C=C/c2ccccc2Cl)cc1	i	.	20
69	CC(=O)C1=C(C)Nc2ncnn2C1c1ccccc1Cl (stereo not given)	i	-0.2	10
70	CC(=O)Nc1cccc(NC(=O)c2ccco2)c1	i	0.6	7
71	Cc1ccc(-n2nc(C)c(C(=O)Nc3cccc(C(=O)NC4CC4)c3)n2)c(C)c1	.	-0.6	3
72	CCOc1ccc(S(=O)(=O)N2CCN=C2Cc2ccccc2)cc1C	i	.	4
73	Clc1ccccc1Cc1noc(CN2CCCCC2CCc2ccccn2)n1 (stereo not given)	i	1.4	8
74	COc1ccc2cc(S(=O)(=O)N3CCOCC3)ccc2c1	i	-0.6	11
75	O=S(=O)(NCc1ccc2c(c1)OCO2)c1cccc(F)c1	i	-2.7	.
76	CC(C(=O)O)n1nnc2ccccc21 (stereo not given)	i	0.5	9
77	COC(=O)N/N=C/c1cn(Cc2ccccc2Cl)c2ccccc12	i	-0.6	14
78	CCOC(=O)c1nn(-c2ccc(F)cc2)c(=O)cc1OCC(=O)Nc1cccc(C)c1	i	.	18
79	CCc1ccc(OCC(=O)Nc2ccc(-c3nc4ccccc4o3)c(O)c2)cc1	i	0.5	14
80	Cc1cc(C(=O)N2CCc3ccccc3C2)on1	i	3.6	14

(further entries)
item	canonical_smiles	KCNQ2 inh	STK33 kinase inh	OX1R antag
81	COc1cc2cc(CN(Cc3cccs3)C(=S)Nc3ccccc3)c(=O)[nH]c2cc1OC	i	0.0	36
82	CCCc1nc2ccccc2[nH]1	i	-0.7	1
83	O=S(=O)(NCCCCCNS(=O)(=O)c1c(F)cccc1F)c1ccc2c(c1)OCCO2	.	-0.3	16
84	O=C(COC(=O)c1cc(S(=O)(=O)N2CCCCC2)ccc1N1CCOCC1)NC1CCS(=O)(=O)C1 (stereo not given)	i	-0.2	6
85	CCc1ccc(-c2nc(CCl)cs2)cc1	i	-0.7	4
86	CCN(CC)S(=O)(=O)c1cccc(C(=O)OCc2cc(=O)n3nc(C)sc3n2)c1	i	0.2	9
87	Cc1ccsc1C(=O)Nc1nccs1	i	3.0	31
88	O=C(N/N=C/c1ccncc1)c1cccc(NC(=O)c2ccccc2Cl)c1	i	1.8	20
89	C/C(=N\Nc1ccc(C)c(Cl)c1)c1ccncc1	i	0.8	22
90	COc1ccc(Nc2nc(C)cc(-c3cc(-c4ccccc4)on3)n2)cc1	i	0.3	33
91	Nc1nnc(SCC(=O)OCC(=O)NC23CC4CC(CC(C4)C2)C3)s1	i	-1.2	19
92	CCCSc1nc(C)cc(=O)[nH]1	i	-1.5	13
93	Cc1ccc(N2C(=O)CC(Sc3ccccc3C(=O)O)C2=O)c([N+](=O)[O-])c1 (stereo not given)	i	-0.6	25
94	O=C(Nc1cccnc1)c1ccc(N2CCCC2)c([N+](=O)[O-])c1	i	8.3	19
95	COc1cc2c(C(=O)NCc3ccccn3)cn(CC(C)C)c(=O)c2cc1OC	i	-1.9	8
96	CCN(CC(=O)NCc1cccs1)C(=O)CCc1c[nH]c2ccccc12	i	0.1	28
97	COc1cc(/C=C2\SC(=S)N(NS(=O)(=O)c3ccccc3)C2=O)cc(OC)c1OC	i	0.8	36
98	Cc1oc(-c2ccccc2Cl)nc1CN(C)C(C)c1ccon1 (stereo not given)	i	-1.2	8
99	Cc1cc(OCC(=O)N(C)C)c2c(-c3ccccc3)cc(=O)oc2c1	i	-1.0	13
100	Cn1c(COc2ccc(C(=O)O)cc2)nc2ccccc21	i	-0.4	-4

The listing continues:
item	canonical_smiles	KCNQ2 inh	STK33 kinase inh	OX1R antag
101	CCOc1ccc(S(=O)(=O)NCc2ccccn2)cc1NC(=O)c1ccccc1	i	-2.3	15
102	O=C1c2ccccc2NC(c2ccc(O)cc2)N1/N=C/c1ccc(O)cc1 (stereo not given)	i	-0.3	24
103	CCc1ccc(Nc2ccc(C(N)=O)cc2[N+](=O)[O-])cc1	i	-0.4	16
104	CN1CCN(S(=O)(=O)c2ccc(Cl)s2)CC1	i	-1.1	18
105	CC(=O)Nc1ccc(S(=O)(=O)CCC#N)cc1	i	0.3	10
106	CCN(CC(=O)Nc1c(F)cccc1F)C(=O)c1cc(S(=O)(=O)N(CC)CC)ccc1N1CCCCC1	i	-4.4	16
107	O=C(NCCCN1CCOCC1)c1cc(-c2cccs2)on1	i	-0.2	9
108	CCOc1cc2[nH]c(=S)n(CCC(=O)N3CCc4ccccc4C3)c(=O)c2cc1OCC	i	0.6	13
109	Cc1cccc(-c2nc(C#N)c(N3CCCCC3)o2)c1	i	-1.1	12
110	CCc1ccc(NC(=O)N2CCN(c3ccccc3)CC2)cc1	i	0.5	11
111	Cc1ccc2nc(NC(=O)C3CCN(S(=O)(=O)c4cccnc4)CC3)sc2c1	i	3.6	12
112	Cc1ccc(Cn2ccc(NC(=O)c3cc(-c4ccco4)on3)n2)cc1	i	-3.6	15
113	COC(=O)c1ccc(COc2ccc(C#N)cc2)o1	i	-1.3	.
114	COc1ccccc1C(=O)NCC(=O)OC(C)C(=O)N1CCOCC1 (stereo not given)	i	0.2	12
115	Cc1cc(S(=O)(=O)N(Cc2ccc(C(C)C)cc2)CC2CCCO2)ccc1-n1cnnn1 (stereo not given)	i	-2.3	10
116	COC(=O)C1CCCCN1C(=O)c1ccc(OC2CCN(C(C)=O)CC2)c(OC)c1 (stereo not given)	i	-0.7	25
117	Cc1ccc(O)c(NC(=O)c2cccc(NC(=O)c3ccco3)c2)c1	i	14	-1
118	NC(=O)c1c(NC(=O)C(=O)NCCCN2CCOCC2)sc2c1CCCC2	i	0.3	16

Sorted by molar mass (highest first): some entries from above.
item	canonical_smiles	KCNQ2 inh	STK33 kinase inh	OX1R antag
106	CCN(CC(=O)Nc1c(F)cccc1F)C(=O)c1cc(S(=O)(=O)N(CC)CC)ccc1N1CCCCC1	i	-4.4	16
116	COC(=O)C1CCCCN1C(=O)c1ccc(OC2CCN(C(C)=O)CC2)c(OC)c1 (stereo not given)	i	-0.7	25
110	CCc1ccc(NC(=O)N2CCN(c3ccccc3)CC2)cc1	i	0.5	11
103	CCc1ccc(Nc2ccc(C(N)=O)cc2[N+](=O)[O-])cc1	i	-0.4	16
113	COC(=O)c1ccc(COc2ccc(C#N)cc2)o1	i	-1.3	.
